From PubChem BioAssay
proCasp7 act: procaspase-7 activators, primary screen, counter-screen for procaspase-3 activator project, biochemical, absorbance, HTS, human; Caspase-7 (Homo sapiens), P55210; recombinant procaspase-7, Ac-DEVD-pNA absorbance 405 nm; D23A/D198A/D206A triple mutant, cannot self-cleave; scale: DMSO 0, 5 µM enzyme 100; activation, % at 8.5 µM; 0.093% of 330,000 active; AID 463210, 2010;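 active = percent activation above the screen-wide mean plus 3 SD, cut at about 25% in these data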
Target sequence (P55210 whole entry D23A/D198A/D206A): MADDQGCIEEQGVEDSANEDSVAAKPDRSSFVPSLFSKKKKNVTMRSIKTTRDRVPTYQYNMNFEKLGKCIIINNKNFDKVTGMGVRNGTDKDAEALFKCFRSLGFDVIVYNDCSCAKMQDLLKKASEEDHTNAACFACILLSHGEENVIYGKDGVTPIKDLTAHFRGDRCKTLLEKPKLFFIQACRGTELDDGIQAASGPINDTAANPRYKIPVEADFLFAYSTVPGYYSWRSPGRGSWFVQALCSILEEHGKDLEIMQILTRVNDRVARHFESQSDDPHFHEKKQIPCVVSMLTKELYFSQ
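Assay system – Uncleavable procaspase-7 mutant enzyme · Quantity – 2 µM procaspase-7 mutant as dispensed · Times – 1 h preincubation, 2 h reaction · Dosing – single nominal 8.5 µM compound dose, 0.8% DMSO final · Buffer or medium – Zinc-free 50 mM HEPES buffer, pH 7.4, with NaCl and Triton X-100 · Detection – Epi-absorbance of released pNA at 405 nm, two timepoints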
MEP2 TOR yeast: modulators of MEP2-GFP levels in yeast, primary screen, S. cerevisiae, multiplex flow cytometry, MLPCN library | 0.51% of 330,000 active | S. cerevisiae MEP2-GFP strain, 3 h; 100% = DMSO control level | AID 2016, 2009 | GFP response vs DMSO, % at 10 µM;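 active = GFP response versus DMSO above a set limit, roughly screen mean plus 3 SD, cut at about 180% in these data; inconclusive = fewer than 70 cells counted for a yeast strain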;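 note: median GFP fluorescence of the barcode-gated MEP2-GFP cells per well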
CIT2-GFP yeast: modulators of CIT2-GFP expression in yeast, primary screen, S. cerevisiae, GFP fusion, multiplex flow cytometry, MLPCN library; 0.065% of 320,000 active; S. cerevisiae CIT2-GFP strain, 3 h; 100 means same as DMSO wells; GFP response vs DMSO, % at 10 µM;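 active = GFP response relative to DMSO above a set limit, near the screen mean plus 3 SD, cut at about 150% in these data; inconclusive = Fewer than 70 cells measured for a yeast strain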;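 note: ratio of well median GFP fluorescence to mean of DMSO wells on the plate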
AHR act: AHR activators, primary screen, cell-based, luminescence, luciferase reporter, human; Aryl hydrocarbon receptor (Homo sapiens), P35869; AHR-responsive luciferase reporter cells; activation, % at 5 µM; 2.5% of 320,000 active; AID 2796, 2010; in the data active = activation above about 47%;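 note: 0% = vehicle wells and 100% = reference agonist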
RPL19A TOR yeast: RPL19A-GFP expression modulators in yeast, primary screen, cell-based, S. cerevisiae, multiplex flow cytometry, MLPCN | S. cerevisiae RPL19A-GFP strain, 3 h; hits give low values | percent response vs DMSO, % at 10 µM | 0.3% of 330,000 active | AID 2025, 2009;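 active = percent response vs DMSO below 50%; inconclusive = fewer than 70 events counted for the yeast strain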;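 note: median channel GFP fluorescence of the barcoded RPL19A-GFP strain; ratio of sample median GFP to plate DMSO average so 100% = DMSO; lower means less RPL19A-GFP as with rapamycin TOR inhibition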
LAP4 TOR yeast: modulators of LAP4-GFP expression in yeast, primary screen, S. cerevisiae, multiplex flow cytometry, MLPCN library; GFP response vs DMSO, % at 10 µM; AID 2023, 2009; 0.34% of 320,000 active; 3 h; median GFP as percent of DMSO wells;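 active = GFP response vs DMSO above a set limit, about the screen mean plus 3 SD, cut at about 150% in these data; inconclusive = under 70 cell events counted for the yeast strain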
AGP1 TOR yeast: modulators of AGP1-GFP expression in yeast TOR pathway, primary screen, cell-based, multiplex flow cytometry, S. cerevisiae, MLPCN library. 3 h; GFP as percent of DMSO wells. GFP response vs DMSO, % at 10 µM. 0.02% of 320,000 active;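 active = GFP response relative to DMSO above a set limit, near screen average plus 3 SD, cut at about 150% in these data; inconclusive = fewer than 70 cells counted for the yeast strain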;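 note: median GFP channel fluorescence of the gated AGP1 strain per well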
proCasp3 act: activators of human procaspase-3 D3A mutant, primary screen, biochemical, absorbance, PC-3 D3A mutant, single concentration; Caspase-3 (Homo sapiens), P42574; recombinant procaspase-3 D3A, Ac-DEVD-pNA absorbance 405 nm; activation, % at 8.5 µM; 0.11% of 330,000 active;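 active = activation above the mean of all tested compounds plus 3 SD, cut at about 21% in these data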;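 note: 0% = DMSO alone and 100% = DMSO wells spiked with extra 5 µM PC-3 D3A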
Target sequence (P42574 whole entry D9A/D28A/D175A): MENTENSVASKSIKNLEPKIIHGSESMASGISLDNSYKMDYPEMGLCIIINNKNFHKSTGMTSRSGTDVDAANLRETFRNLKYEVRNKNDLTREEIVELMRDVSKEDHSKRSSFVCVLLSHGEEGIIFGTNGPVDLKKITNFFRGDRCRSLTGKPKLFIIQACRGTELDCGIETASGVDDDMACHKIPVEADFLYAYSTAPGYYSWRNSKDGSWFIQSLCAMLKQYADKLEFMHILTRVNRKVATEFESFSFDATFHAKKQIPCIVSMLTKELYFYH
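Test system: Procaspase-3 D3A mutant; medium: Zinc-free HEPES/NaCl buffer with 0.01% Triton X-100 at pH 7.4; reagent: DEVD-pNA substrate; doses: one concentration, 8.5 µM nominal, 0.8% DMSO; times: 1 h preincubation plus 2 h reaction at 25 °C; signal: Epi-absorbance at 405 nm of released p-nitroaniline, 0 and 120 min; replicates: singlicate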
Numbers without * were called inactive; ? = inconclusive; · = not tested or not shown; [ ] = another dose, or the depositor's remark.

SMILES | proCasp7 act | MEP2 TOR yeast | CIT2-GFP yeast | AHR act | RPL19A TOR yeast | LAP4 TOR yeast | AGP1 TOR yeast | proCasp3 act
O=C(CN1C(=O)COc2ccc(Cl)cc21)N1CCOCC1 | 0 | 102 | 106 | 7 | 101 | 101 | 103 | 6
Cc1ccnc(NC(=O)COC(=O)C2COc3ccccc3O2)n1 (stereo unspecified) | -12 | 101 | 97 | 3 | 103 | 105 | 103 | 9
COc1ccc(NC(=S)N(Cc2cccc(Br)c2)CC2CCC(C(=O)O)CC2)cc1 (stereo unspecified) | 0 | 95 | 95 | 1 | 93 | 104 | 100 | -1
CCOC(=O)/C(C#N)=C\c1cccnc1 | 1 | 86 | 87 | 1 | 92 | 103 | 99 | 9
c1cnc2c(C3NCCc4c3[nH]c3ccccc43)cccc2c1 (stereo unspecified) | -1 | 102 | 97 | 19 | 94 | 98 | 94 | 0
O=S1(=O)C=C(SCc2ccc(F)cc2)Nc2ccccc21 | -2 | 85 | 96 | 0 | 92 | 92 | 93 | -4
O=C(O)C(Cc1ccccc1)N1C(=O)c2ccccc2C1=O (stereo unspecified) | 16 | 103 | · | 46 | 101 | 94 | 107 | 5
O=C(CCN1CCN(CC(=O)Nc2ccccc2F)CC1)Nc1ccccc1F | 0 | 100 | 109 | 1 | 100 | 98 | 107 | 0
Nc1ccccc1SC/C=C/CSc1ccccc1N | -11 | 96 | 94 | 9 | 99 | 101 | 89 | 1
O=C(NCCc1ccccc1)c1cccc(S(=O)(=O)NCc2ccccc2)c1 | 3 | 96 | 106 | 6 | 100 | 100 | 105 | 8
Cc1cc(NC(=O)C2CC(c3ccc(Cl)cc3)=NO2)no1 (stereo unspecified) | 7 | 100 | 90 | 0 | 94 | 100 | 94 | -3
COc1ccccc1C(=O)Nc1ccc2c(c1)nc1n2CCN(C2CCCCC2)C1 | 1 | 105 | 100 | -3 | 103 | 98 | 102 | 5
COc1ccc(NC(=O)CSc2ccc3c(c2)OCCO3)cc1OC | 5 | ? | ? | -1 | 102 | ? | 105 | 2
CC(N=C1NS(=O)(=O)c2ccccc21)C(=O)NCCCc1ccccc1 (stereo unspecified) | 6 | 99 | 97 | 3 | 95 | 102 | 101 | 2
CCC(C)(C)NC(=O)CN(Cc1ccccc1Cl)C(=O)CCC(=O)Nc1cc(C)ccn1 | 5 | 85 | 99 | 1 | 94 | 92 | 95 | 2
COCCn1c(NCc2ccc(C)cc2)nc2c1c(=O)[nH]c(=O)n2C | -7 | 96 | 98 | 6 | 96 | 97 | 97 | -1
COc1cccc(NC(=S)NCc2ccc(F)cc2)c1 | -14 | 95 | 93 | 4 | 99 | 91 | 95 | -1
COc1ccc(CCNC(=O)CN2C(=O)c3ccccc3S2(=O)=O)cc1 | 12 | 131[may fluoresce violet] | ? | 3 | 95[may fluoresce violet] | 87[may fluoresce violet] | 16[may fluoresce violet] | 0
CC1CCC(NC(=O)CCCCn2c(=O)[nH]c3ccsc3c2=O)CC1 (stereo unspecified) | 7 | 109 | 105 | -1 | 111 | 93 | 103 | 1
Cc1[nH]n(-c2ccccc2)c(=O)c1C=NCc1ccncc1 | -6 | 99 | 95 | 17 | 98 | 110 | 99 | 6
CCCCn1c(-c2csc3c2CCCC3)n[nH]c1=S | -28 | 112 | 77 | 26 | 96 | 154* | 92 | -24
Cc1cc(=O)oc2cc(OCC(=O)NCCc3nc4ccccc4[nH]3)ccc12 | 4 | 104 | · | 11 | 107 | 114 | 103 | 2
CN(C(=O)COc1cc(=O)n(C)c2ccccc12)c1ccc(Cl)cc1 | 3 | 100 | 99 | 14 | 101 | 106 | 104 | -1
COc1ccc(NC(=S)N(CCO)Cc2cc3c(C)cc(C)cc3[nH]c2=O)cc1 | -12 | 93 | 93 | 59* | 94 | 90 | 102 | -4
CN(C)CCCNCCCNC(=O)/C=N/O | 2 | 97 | 97 | -2 | 94 | 96 | 96 | 9
CCOc1ccc2nc(COC(=O)c3cccs3)c(C(=O)c3ccccc3)[n+]([O-])c2c1 | 9 | 137 | 110 | 1 | 110 | 116 | 121 | -4
O=C(NCc1ccncc1)C1CCN(S(=O)(=O)c2cc(Cl)ccc2Cl)CC1 | 6 | 100 | 102 | 0 | 103 | 99 | 101 | -5
CC1CCCN(C(=O)Cn2nnc(-c3ccc(S(C)(=O)=O)cc3)n2)C1 (stereo unspecified) | -4 | 106 | 105 | 3 | 103 | 96 | 102 | 3
CCOC(=O)c1c(NC(=O)Cn2nnc(-c3ccc(Cl)cc3)n2)sc(CC)c1C | -1 | 98 | 104 | 2 | 94 | 94 | 95 | 3
COc1ccc(N(CC(=O)NCCSc2ccccn2)S(=O)(=O)c2ccc(C)cc2)cc1OC | -2 | 105 | 103 | 1 | 105 | 94 | 99 | -5
COc1ccc(Nc2nc(N)nc(CSc3n[nH]c(-c4ccccc4)n3)n2)cc1 | 13 | 94 | · | 49* | 96 | 94 | 97 | -2
COc1cc(CNC2CCCCCCC2)cc(Cl)c1OC | -10 | 108 | 109 | 0 | 106 | 98 | 99 | 10
Cc1c(Cl)cccc1NC(=S)NCCC(c1ccccc1)c1ccccc1 | -3 | 90 | 87 | 0 | 93 | 88 | 91 | 4
COc1ccc(/C=N/Nc2cc(N(C)C)nc(N(C)C)n2)cc1 | 3 | 97 | 88 | 49* | 98 | 108 | 123 | -1
O=C(COC(=O)/C=C/c1cc(Br)ccc1F)Nc1ccc2[nH]c(=O)[nH]c2c1 | 3 | 101 | 89 | 0 | 99 | 91 | 96 | -4
CC(C)(C)S(=O)(=O)c1cnc(-c2ccc(Cl)cc2)nc1N | 5 | 94 | 91 | 27 | 99 | 113 | 101 | 2
CCOC(=O)C1(C)NC(c2ccco2)C2C(=O)N(c3ccc(C)cc3)C(=O)C21 (stereo unspecified) | -10 | 94 | 79 | 7 | 96 | 87 | 95 | 0
Cc1cc(NC(=O)c2ccc(F)cc2)n(-c2ccccc2)n1 | -12 | 104 | 101 | 4 | 105 | 100 | 102 | -7
CC(=O)N1CCc2cc(Br)cc(S(=O)(=O)NCc3ccc(Cl)cc3)c21 | -2 | 100 | 101 | 11 | 94 | 102 | 101 | 3
CC(=C/C(=O)O)/C=C/c1ccco1 | -2 | 109 | 100 | 0 | 110 | 103 | 98 | -12
COc1nc(OCCNC(=O)Nc2ccccc2)nc(N(C)C)n1 | 14 | 101 | 96 | -4 | 108 | 92 | 98 | 1
COc1ccccc1-c1nc(C#N)c(N2CCN(C(c3ccccc3)c3ccccc3)CC2)o1 | 0 | 109 | 102 | 4 | 100 | 100 | 103 | -6
O=C(Nc1cc2c(oc1=O)CCCC2=O)c1ccc(Cl)cc1 | -9 | 101 | 89 | 36 | 97 | 103 | 93 | -3
CCOc1ccc2nc(NC(=O)c3cccc(-c4cc5ccccc5oc4=O)c3)sc2c1 | 1 | 100 | 95 | 6 | 100 | 93 | 99 | 4
CC1=[N+](C)c2ccc3ccccc3c2C1(C)C | 0 | 107 | 103 | -1 | 104 | 101 | 102 | -7
O=C(COc1ccc2ccccc2c1Br)Nn1cnnc1 | 5 | 102 | 97 | 2 | 97 | 102 | 100 | -5
Cn1ccnc1SCC(=O)Nc1nc2ccccc2s1 | 0 | 102 | 97 | 19 | 95 | 95 | 100 | 1
COc1cc(Cl)c(C)cc1NC(=O)CSc1nnc(-c2ccco2)n1CC(C)C | -3 | 101 | 88 | 12 | 93 | 91 | 96 | -8
CC(=O)C[C@@H](O)CC(=O)[C@H]1OC(=O)CCCCCCc2ccccc21 | 0 | 94 | 97 | -2 | 96 | 90 | 100 | 13
Cc1cc(Cc2ccc([N+](=O)[O-])cc2)c(C)cn1 | 2 | 89 | 99 | -2 | 98 | 92 | 97 | 12
O=C(c1ccsc1)N1CCCC(N2CCN(c3ccccc3F)CC2)C1 (stereo unspecified) | 8 | 92 | 99 | -3 | 94 | 99 | 96 | -10
CCCSc1nsc(N)n1 | -10 | 97 | 93 | 0 | 97 | 101 | 98 | -8
Cn1c(CNC(=O)CCNC(=O)c2ccc(F)c(F)c2)cc(=O)n(C)c1=O | 12 | 91 | 95 | 1 | 95 | 86 | 94 | 2

Gathered by group: those above containing fluorine.
SMILES | proCasp7 act | MEP2 TOR yeast | CIT2-GFP yeast | AHR act | RPL19A TOR yeast | LAP4 TOR yeast | AGP1 TOR yeast | proCasp3 act
O=S1(=O)C=C(SCc2ccc(F)cc2)Nc2ccccc21 | -2 | 85 | 96 | 0 | 92 | 92 | 93 | -4
O=C(CCN1CCN(CC(=O)Nc2ccccc2F)CC1)Nc1ccccc1F | 0 | 100 | 109 | 1 | 100 | 98 | 107 | 0
COc1cccc(NC(=S)NCc2ccc(F)cc2)c1 | -14 | 95 | 93 | 4 | 99 | 91 | 95 | -1
O=C(COC(=O)/C=C/c1cc(Br)ccc1F)Nc1ccc2[nH]c(=O)[nH]c2c1 | 3 | 101 | 89 | 0 | 99 | 91 | 96 | -4
Cc1cc(NC(=O)c2ccc(F)cc2)n(-c2ccccc2)n1 | -12 | 104 | 101 | 4 | 105 | 100 | 102 | -7
O=C(c1ccsc1)N1CCCC(N2CCN(c3ccccc3F)CC2)C1 (stereo unspecified) | 8 | 92 | 99 | -3 | 94 | 99 | 96 | -10
Cn1c(CNC(=O)CCNC(=O)c2ccc(F)c(F)c2)cc(=O)n(C)c1=O | 12 | 91 | 95 | 1 | 95 | 86 | 94 | 2
